# Screening results as filed in PubChem.
# Yeast life ext = compounds extending yeast replicative lifespan, primary screen, S. cerevisiae, OD615; inhibition of the nicotinamide effect, % at 10 µM; S. cerevisiae growth with nicotinamide; deaD strain in restrictive glucose medium; hit rate 0.68% among 130,000; AID 775, 2007;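 active = inhibition above a set limit, placed 3 SD over the median of all compounds, cut at about 26% in these data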;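 also: 0% = nicotinamide-treated wells and 100% = cells grown without nicotinamide; some compounds called inactive have numbers as strong as hits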
#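 Material: Modified budding yeast, DeaD strain | Medium: Restrictive glucose medium | Probe or stimulus: 1.5 mM nicotinamide | Dosing: Single dose 10 µM compound, 0.25% DMSO | Times: 48 h at 30 °C | Technique: OD615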
# PTEN del growth = growth suppression of PTEN-null HCT116, primary screen, cell-based, CellTiter-Glo; hit rate 1.2% among 140,000; HCT116 PTEN-null viability, 60 h; stronger effect = lower value; viability, % at 10 µM;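 active = viability at or below a set limit, 4 SD under the median of all tested compounds, cut at about 3.7% in these data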;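 also: PTEN knockout HCT116 line with beta catenin targeted HCT116 as companion control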
# MRP-1 activ = H69AR viability gain despite doxorubicin, primary screen, MRP-1 activator project, H69AR cells, CellTiter-Glo. hit rate 0.61% among 140,000. viability increase, % at 10 µM. viability rescue. AID 799, 2007;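 active = viability gain under doxorubicin at or above a set limit, the compound median plus 3 SD, cut at about 4.7% in these data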;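 also: MRP-1 overexpressing cells given doxorubicin 25 µM after compound pretreatment; 18-22 h compound pretreatment then 72 h with doxorubicin before readout; 0% = doxorubicin-only wells and 100% = vehicle-treated cells without doxorubicin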
# Phagocyt inh = inhibitors of macrophage phagocytosis, primary screen, imaging, J774A.1 cells, IgG beads | J774A.1 macrophage IgG-bead phagocytosis | hit rate 0.07% among 110,000 | inhibition, % at 5 µM;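 active = inhibition above the mean of the plate negative controls plus 5 SD, cut at about 13% in these data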;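 also: phagocytic index as fraction of beads internalized from green versus red external bead signal; plate controls were DMSO negative control for no effect and cytochalasin-D positive control for full effect; some results beyond the cut were filed as inactive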
# BB579 growth dn = growth inhibitors of yeast BB579 in restrictive medium, primary screen, yeast lifespan-shortening project, S. cerevisiae; OD615, 48 h; inhibition, % at 10 µM; hit rate 0.51% among 140,000; AID 804, 2007;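 active = inhibition above a set limit, 3 SD over the mean compound inhibition, cut at about 44% in these data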; also: inactives centre near -24
#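 System: DeaD yeast strain BB579; buffer or medium: CSMM-D dextrose restrictive medium; technique: OD at 615 nm; schedule: 4 h cell preincubation, 48 h compound exposure, 30 °C humidified; doses: single 10 µM dose; controls: amphotericin B 10 µg/mL, positive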
# E-sel TNF inh = E-selectin induction blockers in HUVEC – imaging, immunofluorescence, high content, primary screen; HUVEC TNFa-induced E-selectin immunofluorescence; inhibition, % at 2 µM; hit rate 0.71% among 120,000; AID 1246, 2008;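 active = inhibition above the batch mean plus 3 SD, and confirmed as a hit on visual image review, cut at about 43% in these data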;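 also: 0% = TNF-stimulated DMSO wells and 100% = unstimulated control wells; not every result past the cut was called active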
# Measles CPE = compounds protecting cells from measles virus cytopathic effect, primary screen, measles RdRp inhibitor project, single point, MLSMR library, absorbance; Measles virus-infected cells, CPE protection; protection (pct of control), % at 4 µM; hit rate 1.5% among 140,000; AID 841, 2007; in the data active = protection mostly above about 24%, no sharp cut-off; inactive = mostly below about 26%; also: some compounds called inactive have numbers as strong as hits
# GALR2 blocker = GALR2 antagonists in receptor-expressing cells, primary screen. antagonist mode. AID 828, 2007. hit rate 0.39% among 140,000. inhibition, % at 4 µM; in the data active = inhibition above about 27%;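 also: cells stimulated with galanin 1-16 at roughly its EC80; 0% = agonist challenge control and 100% = basal control without agonist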
# Target sequence (O43603 whole entry, looked up): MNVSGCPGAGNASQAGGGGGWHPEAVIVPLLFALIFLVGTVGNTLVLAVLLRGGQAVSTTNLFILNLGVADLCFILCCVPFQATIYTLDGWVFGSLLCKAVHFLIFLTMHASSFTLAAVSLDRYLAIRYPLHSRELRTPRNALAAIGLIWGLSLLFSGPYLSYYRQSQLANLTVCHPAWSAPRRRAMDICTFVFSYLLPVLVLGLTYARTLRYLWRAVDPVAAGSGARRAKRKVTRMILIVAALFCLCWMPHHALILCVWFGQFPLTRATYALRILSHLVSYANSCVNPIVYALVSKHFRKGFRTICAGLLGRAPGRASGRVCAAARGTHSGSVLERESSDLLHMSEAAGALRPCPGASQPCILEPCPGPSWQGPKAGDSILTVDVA
# HCT116 bCat-KO = primary screen for growth suppressors in beta-catenin knockout HCT116 cells (colon tumor, human). viability, % at 10 µM. hit rate 1.5% among 140,000. HCT116 beta-catenin knockout viability, CellTiter-Glo, 60 h; stronger effect = lower value;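 active = viability at or under a set limit, the compound median less 4 SD, cut at about 6% in these data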;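 also: 0% = Hyamine 1622 control at 20 µM and 100% = untreated cell control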
# NPY Y2 blocker = NPY-Y2 receptor antagonists, primary screen, cell-based; NPY-Y2 expressing cells, antagonist mode; inhibition, % at 2.7 µM; hit rate 0.99% among 140,000; AID 793, 2007; in the data active = inhibition above about 17%;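 also: 0% = vehicle with agonist challenge and 100% = reference antagonist with challenge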
# Target sequence (P49146 whole entry, looked up): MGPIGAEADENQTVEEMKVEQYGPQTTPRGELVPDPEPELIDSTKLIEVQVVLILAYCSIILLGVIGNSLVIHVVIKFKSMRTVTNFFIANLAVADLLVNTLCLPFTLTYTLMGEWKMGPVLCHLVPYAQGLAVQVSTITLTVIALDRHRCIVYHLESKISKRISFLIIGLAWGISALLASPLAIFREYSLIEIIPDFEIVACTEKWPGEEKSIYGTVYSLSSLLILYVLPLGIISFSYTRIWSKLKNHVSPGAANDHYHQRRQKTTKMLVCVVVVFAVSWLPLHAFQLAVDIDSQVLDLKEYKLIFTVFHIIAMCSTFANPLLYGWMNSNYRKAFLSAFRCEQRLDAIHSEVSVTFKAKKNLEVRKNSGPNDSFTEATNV
# Starred values were filed as active, the others as inactive; . = no result given.
Molecule	Yeast life ext	PTEN del growth	MRP-1 activ	Phagocyt inh	BB579 growth dn	E-sel TNF inh	Measles CPE	GALR2 blocker	HCT116 bCat-KO	NPY Y2 blocker
COc1cc(NC(=O)c2ccco2)c(OC)cc1NC(=O)Nc1ccc(Cl)cc1	-10	26	-0.5	-2	-56	.	14	-2	24	-5
Cc1c(O)c2cccnc2[nH]c1=O	1	114	0.7	-5	3	-8	7	8	100	3
O=C(COC(=O)CNC(=O)c1ccccc1)Nc1nc(-c2ccccc2)cs1	4	83	0.4	-3	-27	-23	3	7	92	4
COc1ccc2sc3ccccc3c(=O)c2c1	-27	91	-2.5	.	22	-65	5	3	91	4
O=C(c1ccccc1)c1ccccc1C(=O)N1CCCC1	-10	97	-1.1	-1	-37	12	19	11	97	-1
O=C(OCC1OC2OC3(CCCCC3)OC2C2OC3(CCCCC3)OC12)c1ccccc1 (configuration not stated)	-3	86	-2.5	-7	-48	9	2	-5	91	11
COCCN(C(=S)Nc1ccc(OC)cc1)C1CCN(C(C)=O)CC1	1	94	-0.9	-11	-23	1	3	12	102	2
CCCS(=O)(=O)N1CCCC(C(=O)NCC2CCCO2)C1 (configuration not stated)	-8	98	-0.1	.	-6	-1	21	-4	111	1
CCc1cc(C(=O)NCCN(C)C)cs1	16	108	-0.9	0	-39	4	10	0	99	2
CCOC(=O)c1ccc(NC(=O)CSc2nnc(CNc3ccc(OC)cc3)n2C)cc1	-12	96	-1.8	0	-71	-51	-1	-2	91	-1
Cc1onc(-c2c(Cl)cccc2Cl)c1C(=O)N1CCCc2ccccc21	10	23	-1.5	0	-82	7	7	7	27	5
COc1ccc(C)cc1S(=O)(=O)Nc1ccccc1	-7	110	-0.8	-1	11	16	10	0	103	1
CCOc1ccc2[nH]c3c(N4CCN(c5ccccn5)CC4)ncnc3c2c1	-8	50	-2.2	.	-49	11	6	9	60	0
CCCCCCC(=O)Nc1c(O)c2ccccc2[nH]c1=O	-6	94	1.8	-1	-21	.	27	4	96	-1
Cc1ccc(C2(C(F)(F)F)NC(=O)N3CCN=C3S2)cc1 (configuration not stated)	-9	66	-4.5	2	-8	-1	6	-6	61	2
Cc1sc2ncnc(SCC(=O)c3ccc(Cl)s3)c2c1C	-28	89	-3.1	-1	-36	-1	16	11	98	-1
CN(CC(=O)N1CCc2[nH]c3ccc(F)cc3c2C1)CC1OCCO1	0	102	-2.2	0	-1	3	3	14	98	2
COc1cc(NC(=O)c2cccs2)cc(OC)c1	-16	84	-1.9	-1	-54	4	5	9	93	-2
O=C(Nc1cccc(F)c1)c1cccnc1N1CCOCC1	-4	95	-1.2	0	18	-9	24*	-2	100	1
COc1ccc(NC(=O)CSc2nc(NS(=O)(=O)c3ccc(C)cc3)cc(=O)[nH]2)cc1	-12	88	-2.2	-1	-12	13	10	-5	94	3
Cc1cnc(C(=O)Nc2cccc(S(=O)(=O)N(C)C)c2)cn1	-4	103	-1.6	-3	-22	.	10	-12	93	2
O=C(Cc1ccccc1)N1CCN(C(=O)c2ccco2)CC1	.	108	-3.6	.	-16	-28	5	-7	86	0
CC(C)OCC(O)CS(=O)Cc1ccccc1 (configuration not stated)	-2	89	-2.9	1	-20	17	16	-9	95	2
COC(=O)CSc1nnc(-c2ccco2)o1	-23	96	-0.5	0	-46	18	1	-10	87	0
O=S(=O)(c1cnc[nH]1)N1CCN(c2ccc(Cl)cc2)CC1	-12	89	-1.2	0	-24	2	5	-7	99	-1
CCC(C)(C)C1CCC2(CC1)NC(=O)N(CC(=O)Nc1nc(-c3ccc(C)cc3)cs1)C2=O (configuration not stated)	-12	96	-4.1	0	-35	.	3	-15	97	1
CCN(Cc1ccccc1)C(c1cc2cc(C)ccc2[nH]c1=O)c1nnnn1CCOC (configuration not stated)	-13	75	-2.6	1	-14	-23	17	-6	74	5
O=C(O)C1CCN(Cc2cnn(-c3ccccc3)c2-n2cccc2)CC1	-17	92	-0.9	.	-30	15	6	17	84	2
Cc1ccc(NC(=O)NCCN2C(=O)C3C4C=CC(C4)C3C2=O)cc1 (configuration not stated)	-4	98	-2.3	0	-33	.	12	-2	94	1
CN(C)c1nc(N)nc(N(c2ccccc2)c2ccccc2)n1	-11	99	-3.5	-1	-14	-17	9	9	89	2
Cc1ccccc1N1CC(c2nc3ccccc3[nH]2)CC1=O (configuration not stated)	-4	104	-1.1	0	-93	33	11	-11	101	0
Cn1cc(S(=O)(=O)Nc2ccc(Br)cc2F)c(=O)n(C)c1=O	-8	107	-1.1	0	23	.	61*	2	101	0
COC(=O)c1cc2c(C)[nH]c(C)c2cc(C(=O)OC)c1=O	-1	96	-0.6	-1	-10	.	4	11	98	3
Cn1cc(Br)c(C(=O)N/N=C/c2cccc(OC3CSC3)c2)n1	-3	93	-1.3	-5	-16	20	3	-1	97	1
CCOc1cc(NC(=S)Nc2ccccc2)c(OCC)cc1NC(=O)c1ccccc1	-6	102	-0.5	.	-69	2	32	5	92	1
CCOC(=O)CNc1nnc(SCC(=O)OCC)[nH]c1=O	5	89	-0.2	-1	-25	6	6	-6	95	-2
COC(=O)c1c(C(=O)OC)c(-c2ccc(Cl)c(Cl)c2)n2c1CCC2	-5	82	-4.6	-2	-7	-58	8	-2	85	1
COc1ccc(S(=O)(=O)N2CCC(C(=O)OCC(=O)c3ccccc3)CC2)cc1[N+](=O)[O-]	1	109	-1.1	5	-63	3	13	2	97	1
C=CCn1nnnc1SCC(=O)Nc1cccc(OC)c1	-10	92	-1.1	-2	-14	-58	15	-3	102	0
Cc1ccc(-c2nn[nH]n2)o1	-14	94	-0.1	.	-19	12	9	5	99	0
Cc1ccc(-c2nnc(N(C)C(=O)c3cccnc3)s2)cn1	-12	94	0.2	-1	-9	-3	6	-11	106	0
Cc1ccccc1CN1CCN(CC(=O)NCc2ccccc2)C1=O	-5	116	-1.2	4	1	-20	4	1	89	0
O=C(NCC1CCCO1)C(=O)NCC(c1ccco1)N1CCN(c2ccccc2)CC1 (configuration not stated)	3	97	-1.8	-1	-13	.	7	11	100	2
CC(C)CN(CCNC(=O)CC1Oc2ccccc2NC1=O)CC(C)C (configuration not stated)	-9	103	-1.7	.	-17	25	4	-1	99	1
CC1=C(C(=O)Nc2ccc(C)cc2C)C(c2ccc(C)o2)NC(=O)N1 (configuration not stated)	-2	91	-3.0	-1	-13	-6	10	-8	95	2
COc1ccc(C2Nc3ccccc3C(=O)N2O)cc1OC (configuration not stated)	15	100	0.0	-3	-15	.	8	-2	87	1
COc1ccccc1/C=N/NC(=O)C(=O)Nc1ccccc1OC(F)(F)C(F)F	-2	105	2.0	-6	-31	.	10	-6	95	1
CC(C)OC(=O)[C@H]1[C@H](c2ccc(Cl)cc2)[C@@](C#N)(C(N)=O)[C@@H]2C=CC(C(N)=O)=CN21	-10	100	-1.4	.	-98	-2	13	0	99	0
CCCC(=O)Nc1cc(C(=O)O)ccc1S(=O)(=O)c1ccc(C)cc1	1	101	-0.3	-3	-45	-14	12	-3	96	1
O=c1oc2ccccc2c(N2CCCCC2)c1[N+](=O)[O-]	14	98	-0.4	-2	-31	23	15	8	89	2
COCCCNS(=O)(=O)c1ccc2c3c(cccc13)C(=O)S2	-5	92	-0.1	.	-14	-6	6	10	89	-1
O=C(C1CC1)N1CCN(c2nc3ccccc3s2)CC1	-34	89	1.4	-1	-30	-81	4	3	83	-2
CC1=C(C(=O)N2CCOCC2)C(c2cc(C)cs2)NC(=O)N1 (configuration not stated)	-2	103	0.2	-5	-18	-12	26	4	98	2
Cc1cc(Br)cc(C)c1NC(=O)c1ccccc1[N+](=O)[O-]	1	92	-1.4	-5	9	.	9	-4	84	-1
CCOC(=O)C1=C(c2ccccc2)N=C2SCC(=O)N2C1c1ccc(OCC)c(OCC)c1 (configuration not stated)	-6	110	0.2	-1	-48	19	15	-8	99	-2
O=C(N(c1ccccc1)c1ccccc1)n1ccnc1	-3	103	-3.2	.	-32	-8	11	4	88	1
Cc1cc(NC(=O)C(C)Oc2ccc(Cl)cc2Cl)n(-c2ccccc2)n1 (configuration not stated)	-15	76	-3.4	2	-6	-29	20	-2	91	7
CCCOc1ccc(N2CC(C(=O)Nc3ccccc3OC)CC2=O)cc1 (configuration not stated)	-8	104	-0.6	-1	8	.	3	13	98	9
CCCNC(=O)c1cc2c(C(F)(F)F)nn(C)c2s1	-36	99	-1.9	2	-30	-21	7	-19	91	1
O=C(NNC(=O)c1ccc(-c2ccccc2)cc1)c1ccccc1	-2	89	3.0	-8	-21	.	.	17	88	4

# Other compounds follow:
Molecule	Yeast life ext	PTEN del growth	MRP-1 activ	Phagocyt inh	BB579 growth dn	E-sel TNF inh	Measles CPE	GALR2 blocker	HCT116 bCat-KO	NPY Y2 blocker
CCOC(=S)SCc1cn2ccc(C)cc2n1	5	87	-2.3	-2	-12	5	5	1	88	3
COc1ccc(NC(=O)c2ccccn2)cc1OC	-6	100	-0.7	-3	-31	.	10	15	85	-1
CCOc1ccc(-c2cc(C(=O)Nc3ccc4c(c3)OCCO4)c3ccccc3n2)cc1	-9	50	-1.6	4	-46	-2	12	3	52	8
COc1ccc(NC(=O)CN(C)S(=O)(=O)c2cccs2)cc1	-8	97	-1.5	-2	8	.	15	-3	101	-2
COCCn1nnnc1CN1CCC(Cc2ccccc2)CC1	-6	114	0.5	.	-30	-4	35	4	99	14
CCc1cccc(NC2c3ccccc3C(=O)N2c2cccnc2)c1 (configuration not stated)	-5	91	-1.9	0	4	-28	1	15	84	0
CCN(CC)S(=O)(=O)c1cccc(C(=O)Oc2cccnc2)c1	6	101	-1.8	1	-16	11	21	1	98	3
CCOC(=O)N1CCC(Nc2c(N3CCN(c4cc(Cl)ccc4C)CC3)c(=O)c2=O)CC1	-4	59	-2.8	0	-10	-2	7	-10	63	1
Cc1cc(-c2ccccc2)nc(=O)[nH]1	-7	106	-0.1	0	-37	-4	12	14	121	2
Cc1ccc(-c2csc(NC(=O)CSC3=NCCS3)n2)cc1	.	88	-3.9	.	21	15	3	3	88	1
CC1CCN(C(c2ccc(N(C)C)cc2)c2nnnn2Cc2ccccc2)CC1 (configuration not stated)	-5	87	-3.2	1	-5	27	2	-7	88	5
O=C(/C=C/Nc1ccccc1)c1cnc(-c2ccccc2)s1	-2	97	-0.1	.	-16	6	62*	12	101	1
